# Screening data: PubChem, NCI
# NCI-60 one-dose screen, 48 h, at 10 µM unless noted. Numbers give growth in % (100 = growth as untreated, 0 = no growth, -100 = all killed).
# SK-OV-3 – SK-OV-3 ovarian cancer cells; hit rate 3.2% among 80,000
# IGROV1 – IGROV1 ovarian cancer. hit rate 4.7% among 79,000. AID 1794786
# COLO 205 – COLO 205 colon cancer. AID 1794742. hit rate 7.3% among 79,000
# HCT-116 – HCT-116 colon cancer | hit rate 7.3% among 82,000
# SW-620 – SW-620 colon cancer | hit rate 5.2% among 82,000 | AID 1794795
# OVCAR-4 – OVCAR-4 ovarian cancer cells; hit rate 3.7% among 80,000; AID 1794784
# HT29 – HT29 colon cancer. hit rate 7.4% among 81,000. AID 1794748
# KM12 – KM12 colon cancer cells; hit rate 5% among 82,000; AID 1794800
# HCT-15 – HCT-15 colon cancer; AID 1794746; hit rate 5.2% among 82,000
# Starred values were filed as active, the others as inactive; / = not tested or not shown; & = joins results of further samples; [ ] = dose if it differs, or a comment. The calls were made as follows: active = growth percent below 10; inactive = the rest. Random draw from the library; 12% or so of the library scored in one or more.
SMILES,SK-OV-3,IGROV1,COLO 205,HCT-116,SW-620,OVCAR-4,HT29,KM12,HCT-15
CCOc1ccc(-n2nc(C(=O)NCc3ccc(OC)c(OC)c3)nc2-c2cc(OC)c(OC)c(OC)c2)cc1,86,80,92,96,108,99,74,96,90
CC(CC(CCC(CC(C)CC(C)(C)C)N(C)C)N(C)C)CC(C)(C)C (stereo not given),101,89,78,69,102,84,21,94,73
Cc1cc(N)c(N)cc1C,86,119,111,92,104,105,104,109,106
O=C1CC(c2nc3ccccc3[nH]2)CN1Cc1ccccc1 (stereo not given),101,91,117,100,108,104,96,97,105
NS(=O)(=O)c1ccc(CCn2c(SCC(=O)N/N=C/c3ccc(Cl)cc3)nc3ccccc3c2=O)cc1,106,94,109,82,106,83,86,85,82
OCc1ccc(N2CCc3cccc(F)c3C2)cc1Cl,73[0.1 µM],21[0.1 µM],25[0.1 µM],18[0.1 µM],35[0.1 µM],33[0.1 µM],16[0.1 µM],101[0.1 µM],89[0.1 µM]
O=c1nc(N2CCCC2)oc2cc3ccccc3cc12,127[100 µM],94[100 µM],126[100 µM],96[100 µM],109[100 µM],100[100 µM],87[100 µM],96[100 µM],73[100 µM]
Cc1cccc(/C=C2\CN(C(=O)OC(C)(C)C)C/C(=C\c3cccc(C)c3)C2=O)c1,93,90,115,11,7.7*,89,46,74,76
O=C(Nc1cccc2cccnc12)c1cc(C(=O)c2ccc(Cl)cc2)n2ccc(-c3ccncc3)cc12,92,89,111,101,91,/,100,108,99
C=CC[C@]1(O)CC[C@H]2[C@@H]3CCc4cc(O)ccc4[C@H]3CC[C@@]21C,107,109,104,93,92,94,91,77,81
Cc1ccc(C)c2c1sc1nc(N3CCOCC3)c(C#N)c(=O)n12,99,56,104,89,105,77,97,63,102
Cc1ccc(NC(=O)N2NC(c3ccc(Cl)cc3)C=C2c2ccccc2)cc1 (stereo not given),100,106,108,102,112,99,91,104,97
CCCC(C)(O)CCC(C)(O)CCC (stereo not given),104,112,106,97,106,101,107,102,107
O=C1/C(=C/C2C=Nc3ccccc32)SC(c2ccc(Br)cc2)N1n1cnnc1 (stereo not given),79,90,/,100,91,92,102,94,99
CN(C)c1ccc(N=Nc2ccc3ncccc3c2)cc1,107,91,91,100,95,86,94,96,80
Nc1ccccc1CCO,106,112,106,109,103,107,108,105,95
O=C(O)c1c(O)cc(O)cc1O,106,113,112,103,103,/,117,110,108
NC(=O)c1c(NC(=O)c2ccc3c(c2)OCO3)sc2c1CCC1(C2)OCCO1,99,97,109,92,98,92,92,100,98
FC(F)(F)Oc1cccc(C2=CN=C3SC(Cc4cccnc4)=NC23)c1 (stereo not given),94,64,82,65,83,77,71,26,60
CC12CC[C@@H]3[C@]4(C)COC(c5cn(-c6ccccc6)nc5-c5ccccc5)O[C@@H]4CC[C@@]3(C)[C@@H]1CC(C1=CCOC1=O)O2 (stereo not given in full),76,79,69,46,/,65,82,78,76
CCOC(=O)CNC(=O)N1CCN(CC(=O)OCC)CC1,111,100,120,102,102,109,97,105,102
COc1cc(C2=NN(C(C)=O)C(c3cn(Cc4ccc(Cl)cc4)c4ccccc34)C2)cc(OC)c1OC (stereo not given),77,57,78,91,85,61,69,73,61
COc1ccc(NC(=O)c2cc3ccc4c5ccccc5[nH]c4c3cc2O)cc1,99,88,105,88,96,92,47,94,95
CCCCC[C@H]1C/C=C2/C(=O)C=C[C@@H]2C/C=C\CCCC(=O)O1,-12*,-43*,-48*,-68*,0.0*,14,-69*,-84*,-19*
CCOP(=O)(OCC)/C(C#N)=C/c1cc(OC)ccc1OC,94,93,115,96,93,99,107,104,101

# Fetched by structure from the list above (2):
SMILES,SK-OV-3,IGROV1,COLO 205,HCT-116,SW-620,OVCAR-4,HT29,KM12,HCT-15
COc1ccc(NC(=O)c2cc3ccc4c5ccccc5[nH]c4c3cc2O)cc1,99,88,105,88,96,92,47,94,95
CC12CC[C@@H]3[C@]4(C)COC(c5cn(-c6ccccc6)nc5-c5ccccc5)O[C@@H]4CC[C@@]3(C)[C@@H]1CC(C1=CCOC1=O)O2 (stereo not given in full),76,79,69,46,/,65,82,78,76

# Of the compounds above, two contain an NH in an aromatic ring:
SMILES,SK-OV-3,IGROV1,COLO 205,HCT-116,SW-620,OVCAR-4,HT29,KM12,HCT-15
O=C1CC(c2nc3ccccc3[nH]2)CN1Cc1ccccc1 (stereo not given),101,91,117,100,108,104,96,97,105
COc1ccc(NC(=O)c2cc3ccc4c5ccccc5[nH]c4c3cc2O)cc1,99,88,105,88,96,92,47,94,95

# (continued)
SMILES,SK-OV-3,IGROV1,COLO 205,HCT-116,SW-620,OVCAR-4,HT29,KM12,HCT-15
CNc1ccc(C(=O)O)cc1,104,107,110,98,116,108,124,100,115
C/C(=N\NC(=S)Nc1ccccc1)c1sc(Nc2cccc(O)c2)nc1C,104,89,115,106,104,106,109,97,100
COc1ccc(-c2nc3ccccn3c2-c2nc3ccc(Cl)cc3[nH]2)cc1,107,102,110,93,88,86,84,86,89
Nc1nc(-c2cccc([N+](=O)[O-])c2)cs1,106,106,113,109,100,100,110,97,97
Nc1ccc(-c2ccc(F)cc2)cc1NC(=O)N1CCC2(CCOC2)CC1,75,88,96,59,77,89,63,91,84
CC1COc2c(N3CCN(C)CC3)c(F)cc3c(=O)c(C(=O)NNC(=S)Nc4ccc(Cl)cc4)cn1c23 (stereo not given),106,103,118,105,102,99,98,102,93
COc1ccc2c(Cl)cc(NC(=O)Nc3c(C)cccc3C)nc2c1,-6.5*,52,59,64,85,-15*,88,89,96
CCCCC(NC(=O)c1cccc(N2C(=O)/C(=C/c3cccc(F)c3)SC2=S)c1)C(=O)O (stereo not given),118,101,107,97,111,98,112,100,95
NS(=O)(=O)c1ccc(CN2C(=O)c3ccc4c5c(ccc(c35)C2=O)C(=O)N(Cc2ccc(S(N)(=O)=O)cc2)C4=O)cc1,82,95,109,102,115,98,103,100,100
O=C(O)c1ccc(-n2cc(CNc3ccc(Br)cc3)c(-c3ccc(C(F)(F)F)cc3)n2)cc1,94,89,100,74,90,84,83,65,66
O=C(O)Cc1ccc(Cl)c(Cl)c1,98,114,103,106,103,111,104,105,100
COc1ccc(-c2cc(-c3ccc4ccccc4c3)c(C#N)c(=O)[nH]2)cc1S(N)(=O)=O,106,103,118,99,104,100,103,108,94
COc1cc(CN(Cc2ccccc2)c2c(NC3CCCCC3)oc(=O)c3ccccc23)cc(OC)c1OC,124,129,131,109,100,96,106,102,92
Cc1[nH]c(-c2nc3ccccc3[nH]2)c(C)c1C(=O)N1CCc2sccc2C1,/,99,/,93,89,83,96,98,90
CS(=O)(=O)c1ccc(Cl)cc1,106,105,117,103,104,107,106,105,106
O=C(O)CNS(=O)(=O)c1ccc(OCCOc2ccc(S(=O)(=O)NCC(=O)O)cc2)cc1,103,106,100,103,103,115,98,99,96
Cn1c(=O)c2[nH]c(CCCCCCCc3nc4ccccc4[nH]3)nc2n(C)c1=O,96,103,102,82,97,47,102,94,98
CCOC(=O)c1ccc(NN=NCCF)cc1,106,114,110,96,96,100,119,97,106
Cc1cnc(C)c2ccccc12,104,101,109,107,112,106,/,113,105
Cc1ccc(C)c(I)c1,104,104,110,102,115,105,98,108,102
CC(C)(c1ccccc1)c1ccc(N)cc1,115,92,125,92,106,99,102,107,107
O=C(C[n+]1cccc2cc(Cl)ccc21)c1ccc2c(c1)CCCC2,17,34,2.8*,8.0*,36,16,5.6*,15,95
CC(Cc1ccccc1)N1CCCC1=O (stereo not given),102,107,112,102,100,99,103,95,102
O=C1NC(=O)C(C2CCCC2)N1 (stereo not given),111,101,100,95,95,104,100,99,102
Cc1ccc(S(=O)(=O)NC(CCC(=O)NC(N)=O)C(=O)NC(N)=O)cc1 (stereo not given),97,111,118,95,99,95,100,103,93
# Next part:
SMILES,SK-OV-3,IGROV1,COLO 205,HCT-116,SW-620,OVCAR-4,HT29,KM12,HCT-15
COc1ccc(C(=O)CSc2nc(Nc3cccc(S(N)(=O)=O)c3)cc(-c3ccccc3)n2)cc1,132,105,114,104,104,88,99,93,86
O=C1Nc2ccccc2/C1=C/c1cccn1C(=O)c1ccc(Cl)s1,72,39,68,35,56,15,80,4.4*,18
Cc1ccc(S(=O)(=O)N2CCCC3OCCCC3=C2c2ccc(-c3ccccc3)cc2)cc1 (stereo not given),97,91,111,92,98,89,83,98,93
COc1ccc(C(O)c2ccccc2)cc1 (stereo not given),99,99,106,110,90,93,105,94,100
O=S(=O)(Cc1c[nH]c2ccccc12)c1ccccc1,104,101,104,111,101,102,101,114,100
NC1=NC(=O)CS1,100&104,117&106,105&115,90&102,100&109,108&115,94&103,100&105,107&108
CNC(=O)c1n[nH]c(=S)[nH]c1=O,120,115,142,89,108,108,114,111,105
Cc1nc2c(=O)[nH]c(SCC(=O)Nc3cccc(F)c3)nc2[nH]c1=O,115,108,111,103,101,101,107,105,102
CC1(c2ccccc2O)NN=C(/N=C/c2ccc(O)cc2)N1C(Cc1c[nH]c2ccccc12)C(=O)O (stereo not given),65,64,88,78,104,82,98,85,89
O=C(NC(Cc1ccccc1)C(=O)O)C(Cl)Cl (stereo not given),103,107,113,101,101,119,105,111,97
COc1cc(/C=N/n2c(CN3CCCCC3)nc3ccccc3c2=O)cc(OC)c1OC,109,106,113,103,101,119,100,103,108
COc1ccc(-c2n[nH]nc2-c2cc(OC)c3c(c2)OCO3)cc1,-6.9*,-17*,-93*,5.4*,23,52,-9.2*,2.1*,6.1*
CNc1nc2ccccc2n2c(-c3ccc(O)c(O)c3)cnc12,16,7.3*,-54*,2.7*,25,35,2.3*,-0.4*,5.2*
NS(=O)(=O)c1ccc(Nc2nc(SCC(=O)c3ccccc3)nc3c2CCC3)cc1,102,96,106,95,97,89,103,101,99
O=C(Nc1nc2ccc(Cl)cc2s1)c1cc(-c2ccc(Cl)cc2)n2nc(-c3ccccc3)cc2n1,94,99,103,91,101,107,106,97,95
N#Cc1c(-c2cccc(F)c2)cc(-c2ccc(Br)s2)[nH]c1=O,/,67,/,31,29,92,118,60,27
c1ccc(-c2nc3sc(C(c4ccccc4)c4ccccc4)nn3c2-c2ccccc2)cc1,95,86,87,84,92,103,95,96,88
COc1cc(-c2nc(NC(C)=O)sc2-c2ccnc(NCCCNS(=O)(=O)c3ccccc3)n2)ccc1Cl,91,85,35,57,94,110,39,47,60
CC1(c2ccncc2)Nc2cc(Cl)ccc2-c2ccnn21 (stereo not given),87,90,90,94,101,82,95,102,99
CSc1ccc2c(c1)N(CCC1CCCCN1C)c1ccccc1S2 (stereo not given),81,36,19,42,76,64,22,45,43

# Compound profiles, from the list above. Order of screens: SK-OV-3 | IGROV1 | COLO 205 | HCT-116 | SW-620 | OVCAR-4 | HT29 | KM12 | HCT-15
# Entry for COc1ccc(C(=O)CSc2nc(Nc3cccc(S(N)(=O)=O)c3)cc(-c3ccccc3)n2)cc1 : 132 | 105 | 114 | 104 | 104 | 88 | 99 | 93 | 86
# Entry for c1ccc(-c2nc3sc(C(c4ccccc4)c4ccccc4)nn3c2-c2ccccc2)cc1 : 95 | 86 | 87 | 84 | 92 | 103 | 95 | 96 | 88
# Entry for COc1cc(-c2nc(NC(C)=O)sc2-c2ccnc(NCCCNS(=O)(=O)c3ccccc3)n2)ccc1Cl : 91 | 85 | 35 | 57 | 94 | 110 | 39 | 47 | 60
